Abeta yeast res: restores growth of yeast expressing A-beta42 peptide; yeast expressing A-beta42, growth rescue, OD600, 48 h; response scale: 0% DMSO, 100% iron-clioquinol control; Potency, µM (series often up to 46.1 µM), inactives show at the highest dose growth rescue, usual class: activators; 410,000 compounds, 0.063% hits; AID 1347071; further: potency means the concentration at half of the fitted maximal effect; nearly all actives have a fitted effect of over 55% in size
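Yeast growth medium received pinned compounds, then yeast cells expressing toxic A-beta were added; plates incubated at 30 C for 48 hr. Growth read as absorbance at 600 nm, normalized to DMSO and equimolar FeCl3 plus clioquinol controls.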
DRD3 antagonist: antagonists of human D3 dopamine receptor. 360,000 compounds, 2.5% hits. AID 652054. D3R cells, DiscoveRx beta-arrestin luminescence, antagonist mode; hits give low values. max response, negative = inhibition, %. P35462; in the data active means max response below about -50%; inconclusive means no clear call, values can overlap the other calls; further: on the % scale 0 is the no-effect control and ±100 the full control effect; mostly tested at two doses, the higher about 12 µM
Target sequence (P35462 whole entry, looked up): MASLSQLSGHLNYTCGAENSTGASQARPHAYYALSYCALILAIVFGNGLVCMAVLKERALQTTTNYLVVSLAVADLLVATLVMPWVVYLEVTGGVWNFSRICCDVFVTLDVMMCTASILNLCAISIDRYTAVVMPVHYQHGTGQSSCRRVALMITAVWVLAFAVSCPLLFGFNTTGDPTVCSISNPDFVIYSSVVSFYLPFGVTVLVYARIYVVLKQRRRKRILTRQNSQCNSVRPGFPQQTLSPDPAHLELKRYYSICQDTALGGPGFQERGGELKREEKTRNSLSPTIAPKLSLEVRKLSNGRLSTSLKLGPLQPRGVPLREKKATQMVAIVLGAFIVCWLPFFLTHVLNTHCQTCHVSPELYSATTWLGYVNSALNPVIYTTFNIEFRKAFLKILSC
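Cells plated overnight at 1500 cells/well, then exposed to library compounds with dopamine controls for 90 minutes at 37 degrees C. DiscoveRx reagent added for 30–60 minutes at room temperature; luminescence read, quantitative HTS format.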
aSyn rescue: inhibitors of alpha-synuclein toxicity in yeast; AID 652106; Potency, µM (series often up to 46.1 µM), without a hit: at the highest dose growth rescue (activation), actives largely listed as activators; Yeast expressing alpha-synuclein, growth rescue, BacTiter-Glo, 24 h; 370,000 compounds, 0.14% hits; further: potency means the concentration at half of the fitted maximal effect; % of control where 0% means no effect; nearly all actives have a fitted effect of over 65% in size
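Screening used galactose-induced yeast with toxic alpha-synuclein levels, exposed to compound for 24 hr at 30 deg C. Cell growth, read with BacTiter-Glo luminescence, gave the measured signal.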
TDP-43 yeast inh: rescues yeast growth from TDP-43 toxicity; 410,000 compounds, 1.8% hits; Potency, µM (highest dose often 46.1 µM), for inactives: at the highest dose growth rescue (activation), hits mostly activators; TDP-43 expressing yeast growth rescue, BacTiter-Glo, 24 h; further: potency means the concentration at half of the fitted maximal effect; % of control where 0% means no effect; nearly all actives have a fitted effect of over 50% in size
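Yeast cells expressing TDP-43 under galactose induction are exposed to compounds for 24 hr at 30 deg C. BacTiter-Glo luminescence measures growth, so protective compounds score as activators.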
PTHR1 agonist: agonists of human PTHR1 parathyroid hormone receptor | HEK293 GP2 PTHR1 cells, GloSensor cAMP luminescence, 1 h | AID 743266 | Potency, µM (highest dose often 115 µM), for the others: top-dose activation, actives largely listed as activators | Q03431 | 410,000 compounds, 0.075% hits; further: potency means the concentration at half of the fitted maximal effect; nearly all actives have a fitted effect of over 55% in size; some results filed as inactive show a strong effect at the top dose; inactives centre near -15; many of its hits are not listed in these tables
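HEK-293-derived GP2 cells expressing PTHR1 and a GloSensor cAMP reporter, 3,000/well, plated overnight, given luciferin plus IBMX (each 0.5 mM as added) for 1 h at 37 °C, then compound for 1 h at 37 °C. Luminescence was read after 15 min at room temperature.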
GLP-1R inv ag: inverse agonists of human GLP-1 receptor; AID 624417; HEK293 GLP-1R CRE-luciferase, luminescence, 24 h; GLP-1R form is constitutively active; P43220; 410,000 compounds, 1.6% hits; Potency, µM (top dose mostly 38.3 µM), for the others: at the highest dose activity change, negative = inhibition, hits mostly inhibitors; further: potency means the concentration at half of the fitted maximal effect; on the % scale 0 is the no-effect control and ±100 the full control effect; nearly all actives have a fitted effect of over 55% in size
Target sequence (P43220 whole entry, looked up): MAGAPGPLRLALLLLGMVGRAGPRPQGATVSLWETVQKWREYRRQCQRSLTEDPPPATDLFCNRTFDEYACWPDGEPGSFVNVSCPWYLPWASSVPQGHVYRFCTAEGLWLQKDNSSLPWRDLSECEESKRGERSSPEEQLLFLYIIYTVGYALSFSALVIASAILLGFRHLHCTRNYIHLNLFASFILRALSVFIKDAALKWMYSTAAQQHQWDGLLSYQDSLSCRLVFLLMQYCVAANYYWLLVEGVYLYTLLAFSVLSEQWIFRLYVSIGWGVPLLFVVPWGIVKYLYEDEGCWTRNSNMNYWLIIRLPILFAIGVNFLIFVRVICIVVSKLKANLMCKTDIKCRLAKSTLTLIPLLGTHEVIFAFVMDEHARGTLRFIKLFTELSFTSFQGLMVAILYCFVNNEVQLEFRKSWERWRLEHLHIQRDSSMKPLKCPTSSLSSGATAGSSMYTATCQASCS
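Assay principle: reduced luminescence from a cAMP-responsive reporter in HEK293 cells co-expressing a constitutively active GLP-1R. Conditions: 24 hr compound incubation, 37 deg C, 5% CO2.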
FUS yeast rescue: suppressors of FUS proteinopathy in yeast; Potency, µM (titrated, usually from 76.6 µM), without a hit: at the highest dose growth rescue (activation), usual class: activators; S. cerevisiae FUS-expressing, growth rescue, OD600, 24 h; 390,000 compounds, 0.24% hits;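 further: potency means the concentration at half of the fitted maximal effect; plate controls were DMSO vehicle for no effect and reference control for full effect; nearly all actives have a fitted effect of over 55% in size; some results filed as inactive show a strong effect at the top dose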
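S. cerevisiae expressing FUS from galactose induction served as the toxicity model. Growth after 24hr at 30C, read as absorbance at 600 nm, indicates suppression of toxicity; compounds dosed at several concentrations.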
Akt phos inh: inhibitors of Akt phosphorylation | Neuro2A IGF-stimulated pAkt S473 HTRF, 20 min; hits give low values | activity change, % for hits at 50 µM | 360,000 compounds, 0.32% hits; in the data active means activity change below about -80%; inconclusive means mostly about -51% to -80%; further: on the % scale 0 is the no-effect control and ±100 the full control effect
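Neuro2A cells in DMEM with 0.5% FBS, overnight at 37 deg C, given compound at single 50 µM final, then IGF (6 nM final) for 20 min at 37 deg C. Lysed; phospho-Akt Ser473 by HTRF after 24 h, 665/615 ratio.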
GLP-1R agonist: activates the human GLP-1 receptor; P43220; HEK293 GLP-1R CRE-luciferase, luminescence, 4-6 h; cells express a hypersensitive GLP-1R form; AID 624172; 380,000 compounds, 0.007% hits; Potency, µM (highest dose often 45.6 µM), for the others: at the highest dose activation, most hits filed as activators; further: potency means the concentration at half of the fitted maximal effect; % of control where 0% means no effect
* hit, by the source's call; i = inactive; ? = inconclusive; / = no result given; [ ] = dose if it differs, or a comment. Unless noted, the call rests on the fitted dose curve; in most records, active means well fitted curve in the direction sought with a large enough effect; inconclusive means small, poorly fitted or top-dose-only effect, or another doubt; inactive means no such curve, though single readings can be large; an effect the other way counts as inactive or inconclusive. A portion of the library, so the mix of outcomes need not match the whole.

SMILES	Abeta yeast res	DRD3 antagonist	aSyn rescue	TDP-43 yeast inh	PTHR1 agonist	GLP-1R inv ag	FUS yeast rescue	Akt phos inh	GLP-1R agonist
Cc1nnc2sc(SCc3ccc(Br)cc3)nn2c1=O	7%	3	2%	-11%	i	17%	-4%	i	1%
O=C(N/N=C/c1cccc(O)c1)c1ccc(COc2ccccc2Br)cc1	-1%	8	-3%	10%	i	?	12%	i	3%
Cc1ccc(S(=O)(=O)N(C)C)cc1NC(=O)C(C)NC(C)c1cccs1 (stereo not given)	13%	-7	7%	0%	23%	-1%	-6%	i	13%
Cc1nc2ccccc2n1CC(=O)OCC(=O)NCc1ccccc1	19%	3	1%	-3%	i	2%[0.307 µM]	-9%	i	-5%
CCc1ccc(-n2nc(CO)c(C(=O)NCC(c3ccccc3)c3ccccc3)n2)cc1	-13%	/	/	10%	i	1%	-2%	/	/
COC(=O)c1ccc2nc(-c3cccc(Br)c3)c(CC3CCCCC3)n2c1	5%	29	?	29%	i	-8%	17%	i	6%
CCc1ccc(CN2CCC(n3nccc3NC(=O)c3ccccc3)CC2)o1	-7%	-18	-5%	-9%	-22%	?	5%	i	4%
COc1cc(Br)c(C2CC(=O)Nc3cc(OC)c(OC)c(OC)c32)cc1OC (stereo not given)	1%	/	/	14%	-24%	-26%	-7%	/	-3%
O=C(CCCn1c(=O)[nH]c2cc(Cl)ccc2c1=O)NCCCN1CCCC1=O	-14%	-5	-4%	?	-10%[57.5 µM]	15%	27%	i	5%
Cc1ccc(-c2nnn(CC(=O)N(Cc3ccco3)C(C(=O)NC(C)(C)C)c3ccncc3)n2)o1 (stereo not given)	-12%	7	1%	-13%[9.22 µM]	i	-18%	10%	i	9%
Cc1nnc(SC(C)C(=O)Nc2ncc(Cl)cc2Cl)n1Cc1ccccc1 (stereo not given)	-8%	-18	-7%	-17%	-6%[57.5 µM]	-4%	0%	i	2%
CC(=O)Nc1ccc(S(=O)(=O)N2CCN(CCC#N)CC2)cc1	-8%	8	2%	17%	-23%	14%	-24%	i	4%
COc1ccc(C)c2sc(NC(=O)c3ccc(S(=O)(=O)N4CCCC4)cc3)nc12	-10%	/	-7%	6%	i	6%	-6%	/	-1%
COC(=O)C(NC(C)=O)(Nc1sc2c(c1C(N)=O)CCCC2)C(F)(F)F (stereo not given)	2%	-20	-1%	-21%	0%[57.5 µM]	-10%	32%	i	2%
COc1ccc(-c2nn(-c3ccccc3)cc2CNC(=O)c2cccc([N+](=O)[O-])c2)cc1	18%	8	8%	?	-18%	?	37%	i	12%
CCOC(=O)c1[nH]c(C)c(C(=O)OCC(=O)NC(C)c2ccc(F)cc2)c1C (stereo not given)	-16%	5	-3%	-4%	i	?	-26%	i	-2%
Cc1ccc([C@H]2C[C@H](O)[C@@H](n3cc(-c4ccc(F)cc4)nn3)CN2C(=O)C2CCCCC2)cc1	12%	22	1%	12%	-19%	?	?	i	1%
CCOc1ccc2nc(SCC(=O)NCc3ccco3)sc2c1	-9%	11	0%	14µM*	-33%[inhibitor][57.5 µM]	?	16%	i	9%
Cn1cc(C(=O)Nc2ccc3c(c2)CCC3)cn1	-1%	10	-1%	9%	i	9%	1%	i	-2%
CC(OC(=O)c1nc(Cl)ccc1Cl)C(=O)Nc1ccccc1F (stereo not given)	-9%	-2	0%	-23%	i	-11%	15%	i	13%
O=C1CC(N(Cc2ccc3c(c2)OCO3)C(=O)Nc2ccc(F)cc2)C(=O)N1c1ccccc1 (stereo not given)	4%	-5	4%	-18%	i	-9%	-5%	i	-7%
CCCn1nnnc1-c1cc(Cl)cc(Cl)c1	-13%	10	-2%	-11%	-2%[57.5 µM]	-15%	27%	i	2%
O=C(COc1ccc(-n2cnnn2)cc1)Nc1cccc(Cl)c1Cl	-9%	5	2%	-9%	-20%	5%	-2%	i	4%
Cc1ccccc1SCC(=O)Nc1ccc(N2CCOCC2)cc1	-8%	-11	17%	19%	-2%	-20%	40%	i	11%
Cc1ccccc1NC(=O)Cc1nc(COC(=O)c2cccc(C)c2O)cs1	2%	17	-1%	-15%	-34%[inhibitor]	?	12%	i	5%
O=C(Nc1ccccc1)c1ccccc1NC(=O)C1CCCCC1	17%	-5	-6%	-7%	i	?	16%	i	-6%
Cc1cc(NC(=O)CN2C(=O)NC(C)(CC(C)C)C2=O)no1 (stereo not given)	-9%	11	3%	18%	-18%	-2%	-12%	i	-2%
CCn1c(SCC(=O)Nc2cc(C)on2)nnc1-c1cccnc1	-8%	10	0%	-20%	i	-4%	22%	i	-9%
O=C(COc1ccc([N+](=O)[O-])cc1Cl)N1CCc2ccccc21	12%	-23	-1%	-16%	?	0%	-39%	i	-4%
CC(C)(C)OC(=O)N[C@@H](Cc1ccccc1)c1nnc(SCC(=O)O)o1	-8%	-19	2%	18%	i	20%	17%	i	3%
COc1cc(OC)c(NC2c3ccccc3C(=O)N2c2cc(C)ccn2)cc1Cl (stereo not given)	2%	0	6%	26%	i	6%	-14%	i	-2%
O=C(O)CSc1c2c(nc3cc(C(=O)N4CCCC4)ccc13)CCCC2	1%	17	0%	-14%[0.397 µM]	?	0%	26%	i	8%
CC(=O)c1ccc(NC(=O)c2ccc(CN3C(=O)CCn4nc(C)cc43)cc2)cc1	-7%	/	/	8%	i	11%	6%	/	/
COc1ccc(/C(N)=N/OC(=O)c2cccs2)cc1	-30%[inhibitor]	-11	-60%[inhibitor]	16µM*	-41%[inhibitor]	-2%	21%	i	-2%
C=CCC(NCc1ccco1)c1ccc(OC)c(OC)c1 (stereo not given)	4%	-11	-1%	-5%	-21%	8%	-8%	i	-1%
COc1ccc(C2CC(c3ccc(Br)cc3)=NN2C(=O)c2cccnc2)cc1 (stereo not given)	-7%	2	?	?	-21%	?	40%	i	-2%
O=C(NC(Nc1ncccn1)C(=O)c1ccccc1)c1ccccc1 (stereo not given)	22%	21	2%	3%	i	-4%	-14%	i	3%
Cc1ccc(NC(=O)CN2C(=O)COc3ccc(S(=O)(=O)NC4CCCC4)cc32)c(Cl)c1	-9%	/	/	21%	-13%	-25%	?	/	/
CN1CCN(/N=C/c2ccc(-c3ccccc3)cc2)CC1	-5%	-21	13%	6%	i	?	-2%	i	12%
Cc1cn(C(C)C)c(=O)n(-c2ccccc2)c1=O	0%	-19	-4%	-12%	i	11%	16%	i	1%
O=C1COc2ccc(C(=O)CSc3nc4ccccc4c(=O)n3-c3ccc(Cl)c(Cl)c3)cc2N1	-16%	12	0%	-11%	-13%	-12%	26%	i	3%
Cc1cc(C)c2nc(SCC(=O)N3CC(=O)Nc4ccccc43)c(C#N)cc2c1	-1%	-9	-2%	-10%	-8%	?	38%	i	-2%
COc1ccc(OCCCC(=O)Nc2ncn[nH]2)cc1	-7%	2	1%	3%	i	6%	8%	i	3%
O=C(Cn1cc([N+](=O)[O-])cn1)NCCc1c[nH]c2ccccc12	-13%	8	1%	12%[9.22 µM]	-2%	10%	0%	i	1%
COc1c(C(C)C)cc(NC(C)=O)cc1C(C)C	29%	22	-15%	2%	i	?	-14%	i	3%
CCOC(=O)c1cc2c(ccn2C)n1CC(=O)N(C)C	12%	3	-1%	11%	i	-3%	-28%	i	-1%
C=CCSC1=N/C(=C\C=C\c2ccco2)C(=O)S1	-7%	20	-33%[inhibitor]	-13%	i	-23%	29%	/	-36%[inhibitor]
COc1ccc(-c2nc3c(Cl)cc(C(F)(F)F)cn3c2Cc2cccc(Cl)c2)cc1OC	0%	14	?	24%	-38%	?	30%	i	14%

Screens: PubChem, National Center for Advancing Translational Sciences (NCATS)
